# TAG inh: inhibitors of triacylglycerol accumulation; H9c2 cells, Nile Red lipid (TAG) fluorescence; cells loaded with 200 µM oleic acid; inhibition, % at 12.5 µM; actives 0.66% (n = 230,000); AID 651582;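 active = pattern-corrected inhibition of lipid staining of at least 50% with the nuclear-stain viability signal not falling by more than 50%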;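 note: 0% = DMSO wells and 100% = triacsin C control wells; some results filed as inactive read as strong as hits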
# TAG inh DAPI viability: further read-out of TAG inh, marked with its call; DAPI nuclei signal change (viability), lower = more cytotoxic, %;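 whole-well DAPI fluorescence read on a plate reader as a viability signal; minus 50 percent equals half of cells still viable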
# * = called active by the depositor.
# Sample of the layout, three compounds:
# Values run as follows: TAG inh	TAG inh DAPI viability
- CCOC(=O)N1CCC(Nc2c(OCC)c(=O)c2=O)CC1
→ 5.8	-12.6
- CC(C)(C)CC(=O)Nc1ccc(Nc2ccccc2)cc1
→ -4.4	-1.6
- O=C(Cc1ccc(S(=O)(=O)N2CCOCC2)s1)N1CCN(S(=O)(=O)c2cccc(Cl)c2)CC1
→ -8.7	-1.6

# The whole of this part, from the first entry:
# Values run as follows: TAG inh	TAG inh DAPI viability
- CCOC(=O)N1CCC(Nc2c(OCC)c(=O)c2=O)CC1
→ 5.8	-12.6
- CC(C)(C)CC(=O)Nc1ccc(Nc2ccccc2)cc1
→ -4.4	-1.6
- O=C(Cc1ccc(S(=O)(=O)N2CCOCC2)s1)N1CCN(S(=O)(=O)c2cccc(Cl)c2)CC1
→ -8.7	-1.6
- COC(=O)c1cc(Cl)c(NS(=O)(=O)c2ccccc2)cc1OC
→ 15.1	-15.7
- CCN1CCN(c2ccc(NC(=O)c3cccnc3)cc2Cl)CC1
→ 18.7	13.4
- CCC(CC)C(=O)NCCc1ccc(OC)c(OC)c1
→ -4.3	5.3
- O=C(NCC1CCCO1)c1ccc2c(=O)n(Cc3cccc(Br)c3)c(=S)[nH]c2c1 (stereo not drawn)
→ -4.3	0.5
- COC(=O)C1=CN(c2ccc(OC)cc2)C=C(C(=O)OC)C1c1ccc([N+](=O)[O-])cc1
→ -21.6	4.5
- COC(=O)CSc1nnc(CNS(=O)(=O)c2ccc(Cl)cc2)n1C
→ 13.6	1.1
- C/C(N)=C(/C#N)C(=O)CSc1nnnn1-c1ccccc1
→ -9.1	16.4
- COc1ccc(C=O)cc1COc1ccc([N+](=O)[O-])c(C)c1
→ -9.5	-6.9
- COc1ccc(C(=O)Nc2ccc(C(=O)Nc3cccc(C)c3)cc2)cc1
→ 56.4*	-35.9*
- O=C(C[C@H]1C[C@H](C(=O)N2CCCCC2)[C@@]2(CCc3ccccc3)c3[nH]c4cc(-c5ccco5)ccc4c3CCN2C1=O)NCCC1=CCCCC1
→ 15.9	27.8
- O=C(Nc1ccc(Br)cc1)Nn1cnnc1
→ -15.4	0.2
- Cc1ccc(OCC(=O)N(Cc2cccs2)C2CCS(=O)(=O)C2)cc1C (stereo not drawn)
→ 6.1	-3.2
- CCCCn1c(SCC(=O)N2CCOCC2)nnc1-c1ccoc1C
→ 0.8	3.4
- CCOCCCNC(=O)c1c[nH]c2ccc(S(=O)(=O)Nc3cccc(OC)c3)cc2c1=O
→ 1.8	-1.0
- O=S(=O)(NC(=NC1CCCCC1)c1ccccc1)c1ccc(F)cc1
→ -8.6	-5.9
- CCN(CC(=O)Nc1ccc2c(c1)OCCO2)C(=O)/C=C/c1cccc(C(F)(F)F)c1
→ -2.6	-1.8
- Cc1ccc(-c2csc3nc4cc(C(N)=O)ccc4c(=O)n23)cc1
→ -2.6	11.9
- O=C(Cc1c(F)cccc1Cl)Nc1ncc([N+](=O)[O-])s1
→ 2.2	-3.3
- Cc1nc2cc(C(=O)N3c4ccccc4CC3C)ccc2s1 (stereo not drawn)
→ 3.5	-10.7
- Cc1nc2ccccc2c2c1C(=O)N(c1ccc(C(=O)O)cc1)C2=O
→ 6.6	-4.3
- O=C(COC(=O)/C=C/c1ccccc1)NC1CCCCCC1
→ -0.3	-2.8
- COC(=O)c1[nH]c2ccccc2c1NC(=O)c1c(F)cccc1F
→ -10.1	0.0
- CC1CCN(C(=O)COC(=O)CCC(=O)c2ccc(F)cc2)CC1
→ 1.2	-4.3
- O=c1[nH]c(N2CCN(c3ccccc3)CC2)nc2c1CCC2
→ 6.1	-5.7
- CC(C)Cn1nc(C(=O)Nc2nnc(C3CC3)s2)c2ccccc2c1=O
→ -12.6	3.4
- CC1(c2ccccc2)NC(=O)N(CC(=O)N2CCN(S(=O)(=O)c3c(F)cccc3F)CC2)C1=O (stereo not drawn)
→ -5.9	2.5
- CCOC(=O)c1c(C)[nH]c(C(=O)OC(C)C(=O)NC2(C#N)CCCCC2)c1C (stereo not drawn)
→ -12.3	1.9

# Values run as follows: TAG inh	TAG inh DAPI viability
- CCCCN(C(=O)Cc1coc2cc(C)c(C)cc12)c1c(N)n(Cc2ccccc2)c(=O)[nH]c1=O
→ 4.9	-9.5
- Cc1csc(=O)n1CC(=O)OCC(=O)NC(C)c1ccc(F)cc1 (stereo not drawn)
→ -3.7	-2.6
- O=C1CSC(c2ccccn2)N1c1ccccc1F (stereo not drawn)
→ -10.4	12.5
- Cc1cc(C)c(NC(=O)COc2ccc(-n3cnnn3)cc2)c(C)c1
→ 17.6	3.7
- OCC1(Cc2cccc(Cl)c2)CCCN(Cc2cn[nH]c2C2CCCCC2)C1 (stereo not drawn)
→ -5.1	10.9
- N/C(=N/S(=O)(=O)c1ccccc1)c1cccc([N+](=O)[O-])c1
→ -5.4	-3.7
- Cc1ccccc1NC1C=CS(=O)(=O)C1 (stereo not drawn)
→ -2.2	4.0
- CCNc1nc(N)c(C(=O)C23CC4CC(CC(C4)C2)C3)s1
→ 8.2	-1.3
- S=c1[nH]nc(NC2CCCCC2)s1
→ -6.3	7.0
- COCCNC(=S)N/N=C(\C)CCc1ccc2c(c1)OCO2
→ 1.9	2.9
- Cc1cc(C)cc(N(CCC#N)C(=O)COC(=O)c2ccc(OCc3c(C)noc3C)cc2)c1
→ 10.5	0.5
- CC[C@@]1(C(=O)OC)N[C@H](CN(C)C(C)=O)[C@@H]2C(=O)N(C)C(=O)[C@@H]21
→ -3.6	6.0
- CC(c1ccccc1F)n1cc(C(=O)NCCCn2ccnc2)nn1 (stereo not drawn)
→ -2.5	-18.5
- CCOc1cc(C2Nc3cccc4cccc(c34)N2)ccc1O
→ 15.5	8.4
- COc1ccccc1C(=O)NC(=S)N1CCc2ccccc21
→ -11.6	-7.3
- COc1ccccc1-c1ccc(SCC(=O)NC2CCCC2)nn1
→ 1.8	1.8
- COc1ccc2c(c1)C(C)CC(C)(C)N2C(=O)CSc1nc2ccccc2s1 (stereo not drawn)
→ 1.1	-5.4
- COc1cc(C)ccc1OCC(=O)NC1CCCCCC1
→ -6.3	-1.0
- CN(CCC1CCOCC1)C(=O)C1CCC(=O)N(CCc2ccccc2)C1 (stereo not drawn)
→ -1.1	-0.5
- Cc1nc(CC(=O)N2CCN(S(=O)(=O)c3ccccc3C#N)CC2)cs1
→ 3.7	-15.4
- CSCC(=O)Nc1nc(-c2ccc3c(c2)OCCO3)cs1
→ 1.4	-5.8
- CCCCn1nc2cc(C(=O)NCc3ccc(C(F)(F)F)cc3C(F)(F)F)ccc2c1OCC
→ 1.2	-3.3
- Clc1ccc(-n2nnc(-c3nccs3)n2)cc1Cl
→ -7.9	0.6
- Cc1cccc(OCc2nnc(SCc3nc4cc(C(F)(F)F)ccc4c(=O)[nH]3)o2)c1
→ -8.5	8.4
- O=C(Nc1cccc(S(=O)(=O)N2CCCCC2)c1)C1=NN(c2ccccc2)C(=O)CC1
→ -6.4	-2.6
- CCn1c(SCc2nc3sc(C(=O)O)c(C)c3c(=O)[nH]2)nnc1-c1ccc(Cl)cc1
→ 1.7	-3.6
- CN(Cc1ccco1)C(=O)CN1C(=O)NC(c2ccccc2)(c2ccccc2)C1=O
→ 9.0	3.4
- OCC1OC(n2cnc3c(NCc4ccccc4O)ncnc32)C(O)C1O (stereo not drawn)
→ 100.1	-71.5
- Oc1ccc(NC(=S)Nc2ccc(O)cc2)cc1
→ -27.9	4.5
- O=C(CN1C(=O)c2ccccc2S1(=O)=O)NCc1ccc(F)cc1
→ 10.9	-4.1

smiles	TAG inh	TAG inh DAPI viability
N#CCc1ccc(C(=O)c2ccccc2F)s1	-5.6	8.4
C[n+]1c2n(c3ccccc31)N=C(c1cc(C(C)(C)C)c(O)c(C(C)(C)C)c1)CS2	28.7	-3.2
C#CCN1N=C(c2ccc(C)cc2)CSC1=O	4.4	4.6
Cc1[nH]c2ccccc2c1/C=N/Nc1cccc(C(=O)O)c1	8.2	-9.3
CC(=O)c1c(C)[nH]c(C(=O)OCC(=O)Nc2sc3c(c2C#N)CCCC3)c1C	-0.7	1.8
CCn1nc(C)c(CNC(=O)C2CCC(=O)N(Cc3cccc(F)c3)C2)c1C (stereo not drawn)	0.6	6.0
O=S(=O)(NCC(c1cccnc1)N1CCOCC1)c1ccc(Cl)cc1 (stereo not drawn)	-3.4	-5.2
Cc1ccccc1-c1nc(S(=O)(=O)c2ccccc2)c(NCCCN2CCOCC2)o1	-31.3	13.6
CNc1cncc(-c2cnn(CC(C)C)c2)n1	12.8	9.0
CN(C)c1ccc(C(=O)OCC(=O)NC2CCCCCC2)cc1	0.7	-2.6

smiles	TAG inh	TAG inh DAPI viability
O=C(COC(=O)c1ccco1)NCc1ccccc1Cl	8.6	-3.0
CC(C)CNC(=S)N1CCN(C)CC1	-3.1	4.5
O=C(CN1C(=O)C2CC=CCC2C1=O)NC1=NCCS1 (stereo not drawn)	2.0	4.1
CN1CCN(C(=O)C2=C[C@@H](C(C)(C)C)C[C@@H](OCc3ccc(CO)cc3)O2)CC1	1.4	-2.7
COc1ccc(C(=O)O/N=C(\C)c2cnccn2)cc1	15.2	-9.6
COc1ccc(OCCN2CCC(C(=O)NC(c3ccc(Cl)cc3)c3cccnc3)CC2)cc1 (stereo not drawn)	6.0	3.7
Cc1nc(-c2ccc(Cl)cc2)sc1C1(C)CC(c2ccccc2Br)=NO1 (stereo not drawn)	-13.2	-5.2
CC(NS(=O)(=O)c1c(N)n(C)c(=O)n(C)c1=O)c1ccccc1 (stereo not drawn)	0.5	-1.2
C=CCn1c(Oc2ccccc2)nc2c1c(=O)n(C)c(=O)n2C	-14.0	8.7
COc1ccc(CN(C)CC(=O)Nc2cccc(S(N)(=O)=O)c2)c(OC)c1OC	-16.7	6.5

# Entries of single compounds, looked up by structure. Order of screens: TAG inh, TAG inh DAPI viability
# Profile of CC(C)CNC(=S)N1CCN(C)CC1 : -3.1, 4.5
# Profile of O=C(CN1C(=O)C2CC=CCC2C1=O)NC1=NCCS1 (stereo not drawn) : 2.0, 4.1

# Some of these compounds in order of length of the SMILES, descending.
smiles	TAG inh	TAG inh DAPI viability
CN1CCN(C(=O)C2=C[C@@H](C(C)(C)C)C[C@@H](OCc3ccc(CO)cc3)O2)CC1	1.4	-2.7
COc1ccc(CN(C)CC(=O)Nc2cccc(S(N)(=O)=O)c2)c(OC)c1OC	-16.7	6.5
CC(NS(=O)(=O)c1c(N)n(C)c(=O)n(C)c1=O)c1ccccc1 (stereo not drawn)	0.5	-1.2
COc1ccc(C(=O)O/N=C(\C)c2cnccn2)cc1	15.2	-9.6

# The listing continues.
smiles	TAG inh	TAG inh DAPI viability
Cc1nc(Nc2cccc(C(C)O)c2)c2nnn(Cc3ccc(F)cc3)c2n1 (stereo not drawn)	7.3	7.6
Cc1cccc(CN2CCN(c3nc4nonc4nc3NC3CC3)CC2)c1	-12.4	7.6
NC(=O)CC(NC(=O)Cc1ccc(Br)cc1)c1ccc(NCCN2CCCCC2)c([N+](=O)[O-])c1 (stereo not drawn)	-12.8	-0.9
CC1Cc2nc(SCC(N)=O)n(C)c(=O)c2S1 (stereo not drawn)	-11.9	-5.0
O=C(Cc1ccccc1)NCc1ccc2c(c1)OCO2	-6.0	-10.0
O=C(CN1C(=O)/C(=C/c2cccc(Br)c2)SC1=S)NCCCN1CCOCC1	0.9	1.1
O=C(O)C1CCN(S(=O)(=O)c2ccc3[nH]ccc3c2)CC1	-6.6	7.0
O=C(Nc1ccc2oc(-c3ccccc3F)nc2c1)c1ccccc1F	4.1	4.1
CCCN(/C=N/c1sc2c(c1C#N)CCCCC2)CCC	11.9	-14.1
Cc1cccc(S(=O)(=O)N(C)C[C@H]2OCc3cn(nn3)CCCC(=O)N([C@H](C)CO)C[C@@H]2C)c1	-15.9	-13.4

smiles	TAG inh	TAG inh DAPI viability
O=[N+]([O-])c1cc(C(F)(F)F)ccc1NC1CCN(Cc2ccccc2)CC1	-3.4	12.5
Cc1cccc(/C=N/Nc2nncc3ccccc23)c1	13.5	-6.5
C/C=C/C(=O)OCC(=O)Nc1cccc(F)c1	9.5	0.1
Cc1cc(C)cc(N(C(=O)c2cccs2)C2C=CS(=O)(=O)C2)c1 (stereo not drawn)	4.5	-6.4
COc1ccc(NC(=O)C2CCCN(S(=O)(=O)c3ccc4[nH]c(=O)ccc4c3)C2)cc1 (stereo not drawn)	-0.7	-10.4
O=C(CCc1nnc(CCCc2ccccc2)o1)NCCc1ccccc1	4.3	-3.4
CN1CCN(C(=O)c2ccccc2NC(=O)c2ccccc2Br)CC1	-4.4	-1.9
COc1ccccc1NC(=O)Nc1ccc(N2CCOCC2)cc1	1.5	-5.0
Cc1ccn2cc(CNS(=O)(=O)c3ccc4ccccc4c3)nc2c1	-4.0	-4.7
O=C(CCn1nnc2ccccc21)N1CCN(c2ccccc2)CC1	-3.4	14.2

smiles	TAG inh	TAG inh DAPI viability
Cc1ccc(N(C)C(=O)n2cnc3ccccc32)cc1	-7.1	-0.7
COc1ccc(-c2coc(CCC(=O)N3CCN(c4cc(C)ccc4C)CC3)n2)cc1	-2.9	1.5
COc1cc([C@H]2OC[C@H]3[C@@H]2CO[C@@H]3c2ccc(O[C@H]3O[C@H](CO)[C@@H](O)[C@H](O)[C@H]3O)c(OC)c2)ccc1O[C@@H]1O[C@H](CO)[C@@H](O)[C@H](O)[C@H]1O	-4.5	-17.0
CCOC(=O)Nc1nc(-c2ccc(F)cc2F)cs1	-16.5	-1.2
Cc1cc(C)cc(CC(=O)N2CCC2(C)C(=O)NS(=O)(=O)c2ccc(Cl)s2)c1 (stereo not drawn)	74.9*	-25.5*
Cc1ccc(C(=O)N2CCN(c3ccc([N+](=O)[O-])cc3-n3cccc3)CC2)cc1	2.8	0.2
C=CCN1C(=O)CN=C1Nc1cc(C)cc(C)c1	9.3	-3.2
Cc1ccc(N(C(=O)CCC(=O)Nc2nccs2)C(C(=O)NC(C)(C)C)c2ccc(O)cc2)cc1 (stereo not drawn)	20.9	4.3
COc1ccc(C2/C=C\CN(S(=O)(=O)c3cccs3)CC(=O)N2Cc2ccc(F)cc2)cc1 (stereo not drawn)	-2.7	5.8
c1ccc(-c2nc3cc4ccccc4cc3[nH]2)nc1	-11.1	10.2
CCc1cc(=O)[nH]c(SCC(=O)Nc2cc(C)on2)n1	-4.4	0.0

# From PubChem BioAssay

# Only part of the results is shown. The share of hits here may be higher or lower than overall.
